SKBR3 24h inh = SK-BR-3 proliferation inhibitors; SK-BR-3 viability, CellTiter-Glo ATP luminescence, 24 h; active compounds read low; viability, % at 10 µM; 41,000 compounds, 0.47% hits; AID 847;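 active = viability at or below the median of all test compounds minus 3 SD, in both replicates if run twice, cut at about 45% in these data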;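 note: 100% = median untreated cell wells and 0% = median positive control drug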
Numbers without * were called inactive.

A first look, 4 compounds:
SMILES | SKBR3 24h inh
COCCn1c(-c2cc(OC)c(OC)c(OC)c2)nc2oc3ccccc3c(=O)c2c1=O | 72.6
COc1cccc(Nc2nc(=O)[nH]nc2C)c1 | 84.1
COC(=O)c1[nH]c2cccc(OC)c2c1NC(=O)CCN1CCN(c2ccccc2F)CC1 | 104.3
Cc1ccc(OCCCC(=O)Nc2ccc(S(=O)(=O)Nc3cc(C)on3)cc2)cc1 | 90.0

All compounds of this part, from the start:
SMILES | SKBR3 24h inh
COCCn1c(-c2cc(OC)c(OC)c(OC)c2)nc2oc3ccccc3c(=O)c2c1=O | 72.6
COc1cccc(Nc2nc(=O)[nH]nc2C)c1 | 84.1
COC(=O)c1[nH]c2cccc(OC)c2c1NC(=O)CCN1CCN(c2ccccc2F)CC1 | 104.3
Cc1ccc(OCCCC(=O)Nc2ccc(S(=O)(=O)Nc3cc(C)on3)cc2)cc1 | 90.0
O=C(c1cc(-c2cccs2)on1)N1CCN(c2ccc(F)cc2)CC1 | 82.8
Cc1nc(N2CCCC2C(=O)O)c2oc3ccccc3c2n1 (stereo not given) | 101.0
CC(=O)Oc1ccc2c(C)cc(=O)[nH]c2c1 | 97.9
COc1ccc(CNCC(=O)Nc2cc(C)nn2-c2nc(C)cc(C)n2)cc1OC | 95.3
Cc1ccc2nc(-c3cccc(S(=O)(=O)N(C)C)c3)cn2c1 | 89.0
CC(=O)c1ccc(S(=O)(=O)N(Cc2cc3cc4c(cc3[nH]c2=O)OCCO4)CC2CCCO2)cc1 (stereo not given) | 83.3
CC(C)c1cc(C(=O)Nc2cccc(Cl)c2)no1 | 92.7
COC(=O)C1=C(C)N(C)C(C)=C(C(=O)OC)C1c1ccncc1 | 91.6

Single entries from the entries so far.
SKBR3 24h inh with CC(C)c1cc(C(=O)Nc2cccc(Cl)c2)no1 → 92.7
SKBR3 24h inh with COc1ccc(CNCC(=O)Nc2cc(C)nn2-c2nc(C)cc(C)n2)cc1OC → 95.3
SKBR3 24h inh with O=C(c1cc(-c2cccs2)on1)N1CCN(c2ccc(F)cc2)CC1 → 82.8

(cont.)
SMILES | SKBR3 24h inh
Fc1ccccc1N1CCN(Cc2nc(-c3ccccc3)no2)CC1 | 105.2
S=C(N=Nc1ccccc1)NNc1ccccc1 | 77.7
O=C(c1cc2c(=O)n3ccccc3nc2s1)N1CCOCC1 | 64.4
O=C(Nc1cccnc1)c1c(O)c2cccc3c2n(c1=O)CC3 | 108.9
Cn1c[n+](C)cc1/C=N/O | 90.3
CCC(C)(C)NC(=O)C(c1ccc(F)cc1)N(Cc1ccco1)C(=O)CCC(=O)Nc1ccccn1 (stereo not given) | 60.0
CCn1c(=O)cc(NC2=NCC(C)CN2c2cccc(Cl)c2)n(C)c1=O (stereo not given) | 89.2
CCn1c(COc2ccc(Cl)cc2)nnc1SCc1ccc(C#N)cc1 | 77.2
Cc1ccccc1OCC(=O)NCCN1CCCC1 | 97.8
O=C(CSc1nc2ccccc2o1)NCCOc1ccccc1 | 93.5
Cc1cccc(OCC(O)Cn2c(-n3nc(C)cc3C)nc3c2c(=O)[nH]c(=O)n3C)c1 (stereo not given) | 79.1
Cc1ccc(S(=O)(=O)c2c(N)n(/N=C/c3ccco3)c3nc4ccccc4nc23)cc1C | 86.7
CCOC(=O)C(NC(=O)c1ccc(F)cc1)(Nc1nnc(C)s1)C(F)(F)F (stereo not given) | 101.0
CCC(=O)Nc1ccc(Br)c(Cl)c1 | 91.8
COC(=O)c1ccc(NC(=O)CCn2c(=O)oc3ccccc32)cc1 | 80.5
Cc1c(C#N)c2ncnc(-c3ccccc3)c2n1-c1ccccc1 | 90.0
COc1ccc(OCCN2CCN(C3CC(=O)N(CCC(C)C)C3=O)CC2)cc1 (stereo not given) | 66.2
COc1cccc(NC(=O)N2CCCC(C(=O)Nc3ccccc3OC)C2)c1 (stereo not given) | 112.8
COc1cc(C2C(C#N)=C(N)OC3=C2C(=O)CCC3)cc(OC)c1OC(=O)N1CCOCC1 (stereo not given) | 96.8
COc1cc2cc(CN(CCN3CCCC3)C(=O)Nc3ccc(F)cc3)c(=O)[nH]c2cc1OC | 82.2
O=C(Nc1ccc2c(c1)OCCO2)C1CCCN1S(=O)(=O)c1ccc(Cl)cc1 (stereo not given) | 96.1
c1ccc(-c2nnc3sc(-c4cc5ccccc5o4)nn23)cc1 | 97.8
COC(=O)C1=C(N)Oc2cc(C)n(CCCn3ccnc3)c(=O)c2C1c1cccc(Cl)c1 (stereo not given) | 83.8
O=C(c1cccs1)n1cc(C(=S)N2CCOCC2)c2ccccc21 | 86.7

Overlap with the part before: two entries; new compounds follow.
SMILES | SKBR3 24h inh
COC(=O)C1=C(N)Oc2cc(C)n(CCCn3ccnc3)c(=O)c2C1c1cccc(Cl)c1 (stereo not given) | 83.8
O=C(c1cccs1)n1cc(C(=S)N2CCOCC2)c2ccccc21 | 86.7
CCCc1nc(NC(C)=O)c(C#N)c(-c2ccco2)c1CC | 89.8
N#Cc1c(-c2ccccc2)nc(N2CCOCC2)[nH]c1=O | 100.4
O=C(NCCC1=CCCCC1)c1ccc(Cl)c(S(=O)(=O)N2CCOCC2)c1 | 100.5
CC(C)Oc1ccc(NC(=O)Oc2ccccc2)cc1 | 101.5
Cc1cccc(-c2nnc(SCC#N)n2-c2cccc(Cl)c2)c1 | 70.8
COC(=O)c1[nH]c2cccc(OC)c2c1NC(=O)CCN1CCN(c2cccc(Cl)c2)CC1 | 93.7
Cc1ccc(C23CC4CC(CC(NC(=O)N5CCN(C)CC5)(C4)C2)C3)cc1 | 79.8
CC(C)(C)OC(=O)N[C@@H](Cc1ccccc1)c1nnc(S(=O)(=O)Cc2cccc(F)c2)o1 | 126.8
CC(C)CNc1nc(Oc2ccc(=O)n(-c3ccccc3)n2)nc(N2CCOCC2)n1 | 98.2
COc1ccc(OCc2nnc(SCC(=O)NCc3ccco3)o2)cc1 | 100.7
NC(N)=NC(=O)c1nc(Cl)c(N)nc1N | 95.0
CCCc1cc(=O)[nH]c(SCC(=O)NC2CCCCC2)n1 | 100.8

Structures above with an aryl methoxy group:
SMILES | SKBR3 24h inh
COCCn1c(-c2cc(OC)c(OC)c(OC)c2)nc2oc3ccccc3c(=O)c2c1=O | 72.6
COc1cccc(Nc2nc(=O)[nH]nc2C)c1 | 84.1
COC(=O)c1[nH]c2cccc(OC)c2c1NC(=O)CCN1CCN(c2ccccc2F)CC1 | 104.3
COc1ccc(CNCC(=O)Nc2cc(C)nn2-c2nc(C)cc(C)n2)cc1OC | 95.3
COc1ccc(OCCN2CCN(C3CC(=O)N(CCC(C)C)C3=O)CC2)cc1 (stereo not given) | 66.2
COc1cccc(NC(=O)N2CCCC(C(=O)Nc3ccccc3OC)C2)c1 (stereo not given) | 112.8
COc1cc(C2C(C#N)=C(N)OC3=C2C(=O)CCC3)cc(OC)c1OC(=O)N1CCOCC1 (stereo not given) | 96.8
COc1cc2cc(CN(CCN3CCCC3)C(=O)Nc3ccc(F)cc3)c(=O)[nH]c2cc1OC | 82.2
COC(=O)c1[nH]c2cccc(OC)c2c1NC(=O)CCN1CCN(c2cccc(Cl)c2)CC1 | 93.7
COc1ccc(OCc2nnc(SCC(=O)NCc3ccco3)o2)cc1 | 100.7

(further entries)
SMILES | SKBR3 24h inh
Cc1cc(=O)oc2cc3c(cc12)OCCN3 | 116.4
COc1cccc(-c2nc(N3CCC(C)CC3)c3ccccc3n2)c1O | 96.4
COn1c(=O)c(-c2ccc(Cl)cc2)[n+]([O-])c2ccccc21 | 83.6
O=C(c1ccccc1)N1CCN(CC2CC=CCC2)CC1 (stereo not given) | 87.4
Cc1ccc(OCC(=O)N(Cc2ccc(N(C)C)cc2)C2CCS(=O)(=O)C2)cc1 (stereo not given) | 94.4
Cc1ccc(C)c(-n2c(SCC(=O)Nc3nonc3C)nnc2-c2ccoc2C)c1 | 98.8
COc1ccccc1N(CN1CCCC1=O)C(=O)c1ccccc1F | 66.3
Brc1c(OCCOCCn2cncn2)ccc2ccccc12 | 92.0
OC1CC(c2ccco2)NC2(CCCCC2)C1 (stereo not given) | 106.5
N#Cc1ccc(NC(=O)COC(=O)C2=COCCO2)cc1 | 97.6
Cc1c(C(=O)NCc2cccnc2)oc2ccc(S(=O)(=O)N3CCCCCC3)cc12 | 95.9
Cc1cc(NC(=O)CSc2nc(C3CC3)nc3sc4c(c23)CCC(C)C4)no1 (stereo not given) | 62.1
CN1CCN(CC(=O)N(C)c2nc(-c3ccccc3)cs2)CC1 | 90.6
C=CCn1c(SCC(=O)Nc2ccc3c(c2)OCO3)nnc1-c1cc(Br)ccc1O | 98.1
Cc1ncc(CO)c2c1OC(C)(C)OC2 | 86.0
FC(F)(F)c1cc(-c2cccs2)nc(NCc2ccco2)n1 | 79.2
Nc1ccccc1S(=O)(=O)c1ccccc1N | 92.5
c1ccc(-c2nc3ccccc3nc2-c2ccccn2)nc1 | 85.4
CCN1CCCC1CNC(=O)c1ccc2c(=O)n(CCOC)c(=O)[nH]c2c1 (stereo not given) | 94.2
COc1ccc(CC(=O)Nc2cccc(C(=O)O)c2C)cc1 | 94.3
Cc1noc(NS(=O)(=O)c2ccc(NC(=O)COc3ccccc3)cc2)c1C | 122.8
Cc1ccnc(N2CCC(C(=O)NCc3ccc4c(c3)OCO4)CC2)n1 | 79.1
CN1CCN(CCC(=O)Nc2ccc(F)c(F)c2)CC1 | 89.1
COc1cccc(-c2nnc3sc(C4CCCCC4)nn23)c1 | 87.4
O=c1[nH]c2ccccc2n1C1=CCCC1 | 102.1
O=C(c1cc2ncc(Br)cn2n1)N1CCOCC1 | 67.5
CCN(CCCNC(=O)CN1C(=O)COc2ccccc21)c1ccccc1 | 105.1
CC(=O)Nc1ccc(S(=O)(=O)N2CCN(C(=O)CCC3CCCC3)CC2)cc1 | 96.0
CCCNS(=O)(=O)c1ccc(CCC(=O)NCC2CCCO2)cc1 (stereo not given) | 73.5
CC1Cc2ccccc2N1C(=O)CCN1C(=O)C2C3C=CC(C3)C2C1=O (stereo not given) | 90.8
COCCn1nnnc1CN(CCCN1CCOCC1)Cc1cc2c(C)ccc(C)c2[nH]c1=O | 74.4
COc1ccccc1NS(=O)(=O)c1ccc(C)c(C(N)=O)c1 | 94.5
O=C(Nc1nnc(SCC(=O)N2CCCCC2)s1)C1CCCCC1 | 81.8
Cc1nc2ccccc2n1-c1ccccc1 | 103.2
COc1cc(NC(=O)C2CC(=O)NC3=C2C(=O)CC(C)(C)C3)c(OC)cc1Cl (stereo not given) | 92.5
COc1ccc(-c2nnc3sc(-c4c(OC)cccc4OC)nn23)cc1 | 82.4
OC(Cn1cncn1)c1ccc(Cl)cc1Cl (stereo not given) | 96.3
COc1cc2c(C(=O)NCc3ccc4c(c3)OCO4)cn(CC(C)C)c(=O)c2cc1OC | 24.7*
CCOC(=O)N1CCN(Cc2nc(N)nc(Nc3ccc(Oc4ccccc4)cc3)n2)CC1 | 78.1
Cc1ccc(N2CC(C(=O)Nc3ccc(S(=O)(=O)N4CCCC4)cc3)CC2=O)cc1 (stereo not given) | 98.4
Cc1ccccc1NC(=O)CSc1nc2c(c(-c3ccco3)c1C#N)CCCC2 | 86.6
COc1ccc(C(CC(=O)O)NC(=O)COc2ccccc2OC)cc1OC (stereo not given) | 105.8
CCOC(=O)c1cnc(-n2nc(C)cc2C)nc1-n1nc(C)cc1C | 107.8
CSc1nc(N(CCO)CCO)c2sc3nc(-c4ccco4)c4c(c3c2n1)CCC4 | 94.0
COC(=O)COc1ccc(S(=O)(=O)N2CCN(c3ccccc3F)CC2)cc1 | 87.0
CCOc1ccc(Cn2c(SCCCCC#N)nc3c2c(=O)n(C)c(=O)n3C)cc1OCC | 71.7
CC(C)n1c(Nc2ccccc2)nc2ccccc21 | 89.5
O=C(NCc1ccco1)C(Cc1ccccc1)NS(=O)(=O)c1cccc2nsnc12 (stereo not given) | 84.5
O=S(=O)(c1ccccc1)n1ccc2ccccc21 | 96.8
CCOC(=O)COc1ccc(S(=O)(=O)NCCC2=CCCCC2)cc1 | 106.3
O=C(O)c1cnn2c1NC(c1cccs1)CC2C(F)(F)F (stereo not given) | 91.2
CC(Oc1ccccc1Br)C(=O)N1CCc2ccccc21 (stereo not given) | 72.2
CC(=O)Nc1cc2c(cc1NC(=O)Cn1nc(-c3ccccc3F)ccc1=O)OCCO2 | 93.0
CC(=O)Nc1ccc(-c2nn[nH]n2)cc1Cl | 97.7
CC(C)Cn1nc(NC(=O)C2CCCO2)c2cc3ccccc3nc21 (stereo not given) | 91.7
O=C(C1CCCO1)N1CCc2ccccc21 (stereo not given) | 93.7
CC1CC2(CC(C)(C(=O)CSc3n[nH]c(-c4ccccc4Cl)n3)OC2=O)C(=O)O1 (stereo not given) | 87.6
CCOC(=O)N1CCN(C(=O)CN(Cc2ccccc2)S(=O)(=O)c2ccc(OC)c(C)c2)CC1 | 87.7
Cc1cc(OCC(=O)NCCO)cc(C)c1Cl | 89.7
CCOc1ccccc1NC(=O)CC1NCCNC1=O (stereo not given) | 101.2
O=C(Cn1cnc2ccccc2c1=O)N1CCN(Cc2ccccc2)CC1 | 98.8

Compound activity deposited in PubChem BioAssay by SRMLSC.

Some of the compounds tested (hit frequency here may not be typical).
